PTPN22 act: LYP phosphatase activators, primary screen, biochemical, DiFMUP fluorescence, 2 µM; activation, % at 2 µM; recombinant LYP; 0 = plate median, 100 = signal doubled; hit rate 0.11% among 96,000; Tyrosine-protein phosphatase non-receptor type 22 (Homo sapiens), Q9Y2R2;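 active = activation at 2 µM above a set limit, the mean plus 5 SD, cut at about 37% in these data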
Target sequence (Q9Y2R2 whole entry, looked up): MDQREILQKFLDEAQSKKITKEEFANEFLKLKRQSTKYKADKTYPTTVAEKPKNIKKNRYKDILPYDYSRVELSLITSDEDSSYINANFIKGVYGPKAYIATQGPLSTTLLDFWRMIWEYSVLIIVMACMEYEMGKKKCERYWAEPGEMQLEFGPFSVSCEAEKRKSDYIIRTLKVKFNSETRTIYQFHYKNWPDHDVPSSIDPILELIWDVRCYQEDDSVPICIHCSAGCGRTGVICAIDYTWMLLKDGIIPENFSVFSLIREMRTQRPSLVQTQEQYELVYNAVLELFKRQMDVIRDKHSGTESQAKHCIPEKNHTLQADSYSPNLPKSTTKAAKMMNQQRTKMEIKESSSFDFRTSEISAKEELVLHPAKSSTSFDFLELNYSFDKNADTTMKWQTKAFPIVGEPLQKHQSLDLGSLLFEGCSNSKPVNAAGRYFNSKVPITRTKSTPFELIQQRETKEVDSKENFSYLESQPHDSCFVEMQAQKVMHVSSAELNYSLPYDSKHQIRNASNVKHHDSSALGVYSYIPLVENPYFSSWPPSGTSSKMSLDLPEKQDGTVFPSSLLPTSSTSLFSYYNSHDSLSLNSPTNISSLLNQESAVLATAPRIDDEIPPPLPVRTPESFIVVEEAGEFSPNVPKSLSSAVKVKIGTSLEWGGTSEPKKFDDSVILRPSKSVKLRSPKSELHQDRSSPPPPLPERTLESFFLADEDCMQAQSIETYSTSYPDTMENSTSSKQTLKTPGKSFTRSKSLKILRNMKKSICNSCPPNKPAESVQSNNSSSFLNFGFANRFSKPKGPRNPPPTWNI
TNFa cytotox: cytotoxicity in TNFa-stimulated HUVEC, primary screen, cytotoxicity control for VCAM1 expression modulator project, imaging, Hoechst nuclei count; hit rate 0.17% among 93,000; HUVEC TNFalpha-stimulated, Hoechst cell count; AID 848, 2007; cell count reduction, % at 2 µM;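 active = cell count reduction exceeding the screen mean by over 5 SD, scaled to untreated wells per plate, cut at about 78% in these data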;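 note: cells counted after 24 h of TNF alpha exposure following the 1 h pretreatment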
ERa SRC1 inh: ERα–SRC-1 coactivator interaction inhibitors, primary screen, biochemical, TR-FRET, ERα LBD, estradiol-bound; hit rate 1.7% among 86,000; AID 629, 2007; TR-FRET ER-alpha LBD / SRC-1 peptide; inhibition, % at 25.6 µM; in the data active = inhibition above about 50%;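 note: 0% = receptor plus peptide control and 100% = peptide only without receptor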
VCAM1 TNFa inh: inhibitors of TNFa-induced VCAM1 expression, primary screen, imaging, HUVEC, TNFa stimulus, immunofluorescence; HUVEC TNFa-induced VCAM-1 immunofluorescence, high-content imaging; inhibition, % at 2 µM; hit rate 0.48% among 95,000;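 active = inhibition above the batch mean plus 3 SD, with images confirmed as a hit by eye, cut at about 37% in these data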;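 note: 0% = TNF-stimulated DMSO wells and 100% = unstimulated control wells; not every result past the cut was called active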
cytoskel mod: modifiers of F-actin cytoskeleton organization, primary screen, imaging, HUVEC, phalloidin staining, high-content imaging; AID 836, 2007; hit rate 0.18% among 91,000; inhibition, % at 2 µM; HUVEC TNFa F-actin phalloidin imaging;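 active = inhibition above the batch mean plus 3 SD and confirmed as a hit by visual image inspection, cut at about 30% in these data, passing the limit was not always enough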; note: strong numbers were not always called active
FAK inh: FAK kinase inhibitors, primary screen, biochemical | AID 727, 2007 | Focal adhesion kinase 1 (Homo sapiens), Q05397 | hit rate 0.84% among 97,000 | biochemical FAK kinase activity assay | inhibition, %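 (tested at 7 µM)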; in the data active = inhibition above about 19%;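 note: 0% = DMSO and 100% = reference compound high control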
PTK2B oligo ant: antagonists of Pyk2 self-association, primary screen, Q293 cells, FERM NanoBiT luminescence, HTS; Protein-tyrosine kinase 2-beta (Homo sapiens), Q14289; AID 1347419, 2020; hits give low values; hit rate 0.83% among 99,000; z-score (the deposit names both 25 µM and 10 µM);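 active = Z-score of -3 or lower, scaled per plate to the spread of control and sample wells; inactive = z-score above -3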;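 note: negative z-score means lost luminescence so less FERM oligomerization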
LYP inh 2: PTPN22 phosphatase inhibitors, primary screen, biochemical, DiFMUP fluorescence, 2 µM; Tyrosine-protein phosphatase non-receptor type 22 (Homo sapiens), Q9Y2R2; recombinant LYP catalytic domain; inhibition, % at 2 µM; hit rate 0.21% among 96,000; AID 640, 2007;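 active = inhibition at 2 µM at or above a set limit, the screen mean plus 3 SD, cut at about 24% in these data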;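 note: 0% = DMSO with enzyme and 100% = enzyme fully blocked by orthovanadate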
IL1B cytotox: cytotoxicity in IL-1B stimulated HUVEC, primary screen, cytotoxicity control for IL-1B NFkB translocation project, imaging, Hoechst nuclear count, IL-1B stimulus. HUVEC cell count loss. cell count reduction, % at 2 µM. hit rate 0.41% among 94,000. AID 845, 2007;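 active = cell count reduction more than 3 SD above the screen-wide mean, cut at about 70% in these data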;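 note: normalized per plate to untreated control cells as the no-loss baseline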
Starred values were filed as active, the others as inactive; [ ] = another dose, or the depositor's remark.

What do the screens show for `CC(C)(C)n1nnnc1C(c1cccs1)N(Cc1ccccc1)Cc1cccnc1` (configuration not stated)?
PTPN22 act: 11; TNFa cytotox: -9; ERa SRC1 inh: -10[fluorescence artefact?]; VCAM1 TNFa inh: 13; cytoskel mod: 8; FAK inh: 0; PTK2B oligo ant: -4.2*; LYP inh 2: -11; IL1B cytotox: -7

What do the screens show for `O=C1COc2ccc3ccccc3c2CN1`?
PTPN22 act: 4; ERa SRC1 inh: -3; VCAM1 TNFa inh: -4; cytoskel mod: -4; FAK inh: 2; PTK2B oligo ant: 1.7; LYP inh 2: -2; IL1B cytotox: 0

How did COc1ccccc1NC(=O)CCn1c(=O)sc2ccccc21 do in these assays?
PTPN22 act: -1; TNFa cytotox: -20; ERa SRC1 inh: 0; VCAM1 TNFa inh: -3; cytoskel mod: 17; FAK inh: 1; PTK2B oligo ant: 0.36; LYP inh 2: 4; IL1B cytotox: 2

What do the screens show for `COC(=O)CSc1nc2sc3c(c2c(=O)n1-c1ccccc1)CCN(C)C3`?
PTPN22 act: -2; TNFa cytotox: -14; ERa SRC1 inh: -2; VCAM1 TNFa inh: -21; cytoskel mod: 22; FAK inh: 2; PTK2B oligo ant: -0.2; LYP inh 2: 2; IL1B cytotox: 13

Results for CCCN(CCC)S(=O)(=O)c1ccc(NS(=O)(=O)c2ccc(F)cc2)cc1 ?
PTPN22 act: -1; TNFa cytotox: -9; ERa SRC1 inh: -5; VCAM1 TNFa inh: -2; cytoskel mod: -17; FAK inh: -8; PTK2B oligo ant: -1.6; LYP inh 2: 4; IL1B cytotox: -1

What do the screens show for `Oc1ccccc1/C=N/n1c(-c2cccs2)n[nH]c1=S`?
PTPN22 act: 1; TNFa cytotox: 4; VCAM1 TNFa inh: -7; cytoskel mod: -11; FAK inh: 29*; PTK2B oligo ant: 0.27; LYP inh 2: 2; IL1B cytotox: 40

What do the screens show for `CCOc1ccc(C(=O)N2CCc3cc(OC)c(OC)cc3C2)cc1OCC`?
PTPN22 act: -7; TNFa cytotox: -13; VCAM1 TNFa inh: 12; cytoskel mod: 47; FAK inh: -1; PTK2B oligo ant: 0.43; LYP inh 2: 6; IL1B cytotox: -15

Results for CC(C)N(Cc1nc(-c2ccc(Cl)cc2)no1)C(=O)CN(C)S(=O)(=O)c1ccc(Cl)cc1 ?
PTPN22 act: -10; TNFa cytotox: -38; ERa SRC1 inh: -2; VCAM1 TNFa inh: 5; cytoskel mod: 16; FAK inh: 2; PTK2B oligo ant: 0.24; LYP inh 2: 6; IL1B cytotox: -23

Results for CCC1(C(=O)OC)NC(c2ccco2)C2C(=O)N(c3ccccc3)C(=O)C21 (configuration not stated) ?
PTPN22 act: -9; TNFa cytotox: 10; ERa SRC1 inh: -19; VCAM1 TNFa inh: -20; cytoskel mod: -18; FAK inh: -1; PTK2B oligo ant: 0.2; LYP inh 2: 10; IL1B cytotox: -20

What do the screens show for `Cc1ccc(S(=O)(=O)N2CCN(Cc3nc4sc(C)c(C)c4c(=O)[nH]3)CC2)cc1`?
PTPN22 act: -8; TNFa cytotox: 3; ERa SRC1 inh: 3; VCAM1 TNFa inh: 15; cytoskel mod: -14; FAK inh: 1; PTK2B oligo ant: 1.1; LYP inh 2: 9; IL1B cytotox: -18

Results for COc1ccc(NC(=O)CCN2CCN(S(=O)(=O)c3cc(Cl)ccc3OC)CC2)cc1 ?
PTPN22 act: 5; TNFa cytotox: -16; ERa SRC1 inh: -17; VCAM1 TNFa inh: -2; cytoskel mod: 12; FAK inh: -1; PTK2B oligo ant: 0.24; LYP inh 2: -9; IL1B cytotox: -14

How did O=C(c1ccccc1)N1CCN(C(=O)c2ccccc2)C1c1ccccc1 do in these assays?
PTPN22 act: 4; TNFa cytotox: -10; ERa SRC1 inh: -5; VCAM1 TNFa inh: 19; cytoskel mod: 5; FAK inh: 0; PTK2B oligo ant: 0.11; LYP inh 2: -5; IL1B cytotox: 11

How did COc1ccc(N(Cc2ccccc2)S(=O)(=O)c2cccc(C(=O)NC3=NCCS3)c2)cc1 do in these assays?
PTPN22 act: 8; TNFa cytotox: -20; ERa SRC1 inh: 0; VCAM1 TNFa inh: 7; cytoskel mod: 16; FAK inh: -4; PTK2B oligo ant: -3.3*; LYP inh 2: -5; IL1B cytotox: -13

Results for O=C1C(Cl)=C(N2CCOCC2)C(=O)N1c1ccccc1 ?
PTPN22 act: -7; TNFa cytotox: -36; ERa SRC1 inh: 4; VCAM1 TNFa inh: 3; cytoskel mod: 16; FAK inh: 0; PTK2B oligo ant: -0.56; LYP inh 2: 4; IL1B cytotox: -45

How did Cc1ccc(C)c(NC(=S)NCCN2CCOCC2)c1 do in these assays?
PTPN22 act: -2; FAK inh: 1; PTK2B oligo ant: 0.23; LYP inh 2: 0; IL1B cytotox: 0

Entries above containing four or more nitrogen atoms (four):
What do the screens show for `CC(C)(C)n1nnnc1C(c1cccs1)N(Cc1ccccc1)Cc1cccnc1` (configuration not stated)?
PTPN22 act: 11; TNFa cytotox: -9; ERa SRC1 inh: -10[fluorescence artefact?]; VCAM1 TNFa inh: 13; cytoskel mod: 8; FAK inh: 0; PTK2B oligo ant: -4.2*; LYP inh 2: -11; IL1B cytotox: -7

What do the screens show for `Oc1ccccc1/C=N/n1c(-c2cccs2)n[nH]c1=S`?
PTPN22 act: 1; TNFa cytotox: 4; VCAM1 TNFa inh: -7; cytoskel mod: -11; FAK inh: 29*; PTK2B oligo ant: 0.27; LYP inh 2: 2; IL1B cytotox: 40

Results for CC(C)N(Cc1nc(-c2ccc(Cl)cc2)no1)C(=O)CN(C)S(=O)(=O)c1ccc(Cl)cc1 ?
PTPN22 act: -10; TNFa cytotox: -38; ERa SRC1 inh: -2; VCAM1 TNFa inh: 5; cytoskel mod: 16; FAK inh: 2; PTK2B oligo ant: 0.24; LYP inh 2: 6; IL1B cytotox: -23

What do the screens show for `Cc1ccc(S(=O)(=O)N2CCN(Cc3nc4sc(C)c(C)c4c(=O)[nH]3)CC2)cc1`?
PTPN22 act: -8; TNFa cytotox: 3; ERa SRC1 inh: 3; VCAM1 TNFa inh: 15; cytoskel mod: -14; FAK inh: 1; PTK2B oligo ant: 1.1; LYP inh 2: 9; IL1B cytotox: -18

The listing continues.
How did O=C(NCC(c1cccnc1)N1CCN(c2ccccc2)CC1)c1ccc2c(c1)OCO2 (configuration not stated) do in these assays?
PTPN22 act: -3; TNFa cytotox: -19; ERa SRC1 inh: 1; VCAM1 TNFa inh: 10; cytoskel mod: 25; FAK inh: -8; PTK2B oligo ant: -0.47; LYP inh 2: 6; IL1B cytotox: -2

Results for COc1ccc(Br)cc1/C=N/NC(=O)c1nc(-c2ccccc2)n2c1CCCCC2 ?
PTPN22 act: -4; TNFa cytotox: -20; VCAM1 TNFa inh: 6; cytoskel mod: 10; FAK inh: 4; PTK2B oligo ant: -2.2; LYP inh 2: 2; IL1B cytotox: -28

How did N=c1ncn(CC(O)CO)c2nc(N3CCOCC3)[nH]c12 (configuration not stated) do in these assays?
PTPN22 act: 7; TNFa cytotox: -4; VCAM1 TNFa inh: -4; cytoskel mod: -13; FAK inh: 0; PTK2B oligo ant: -0.09; LYP inh 2: -7; IL1B cytotox: 2

Results for Cn1cc(SCC(=O)Nc2nc3ccccc3s2)c2ccccc21 ?
PTPN22 act: 1; TNFa cytotox: -46; ERa SRC1 inh: -18; VCAM1 TNFa inh: 11; cytoskel mod: 23; FAK inh: 0; PTK2B oligo ant: -0.08; LYP inh 2: -6; IL1B cytotox: -10

Results for CN(Cc1ccccc1)C(=O)NC1CCCCC1 ?
PTPN22 act: 4; TNFa cytotox: -4; ERa SRC1 inh: -6; VCAM1 TNFa inh: -26; cytoskel mod: -21; FAK inh: 0; PTK2B oligo ant: 1.3; LYP inh 2: -3; IL1B cytotox: 13

What do the screens show for `Cc1n[nH]c(C)c1SCC(=O)Nc1ccc(F)cc1`?
PTPN22 act: -13; TNFa cytotox: -22; ERa SRC1 inh: 20; VCAM1 TNFa inh: -18; cytoskel mod: -8; FAK inh: 1; PTK2B oligo ant: 0.25; LYP inh 2: 10; IL1B cytotox: 41

Results for Cc1c(NC(=O)Oc2ccccc2)sc(=S)n1C ?
PTPN22 act: 6; TNFa cytotox: -9; ERa SRC1 inh: 7; VCAM1 TNFa inh: 4; cytoskel mod: -18; FAK inh: -5; PTK2B oligo ant: 0.81; LYP inh 2: -10; IL1B cytotox: -4

How did COc1ccc(CN2C(=O)c3ccccc3C2C(=O)NCc2cccnc2)c(OC)c1 (configuration not stated) do in these assays?
PTPN22 act: 0; TNFa cytotox: -5; ERa SRC1 inh: -14; VCAM1 TNFa inh: 0; cytoskel mod: 1; FAK inh: -1; PTK2B oligo ant: 1.6; LYP inh 2: -2; IL1B cytotox: -24

Results for c1coc(-c2nnc(SCc3nc4ccccc4[nH]3)o2)c1 ?
PTPN22 act: 3; TNFa cytotox: -13; ERa SRC1 inh: 3; VCAM1 TNFa inh: 4; cytoskel mod: -17; FAK inh: 3; PTK2B oligo ant: -0.6; LYP inh 2: -5; IL1B cytotox: -11

How did O=C1c2ccsc2SCCN1Cc1c(Cl)cccc1Cl do in these assays?
PTPN22 act: -5; TNFa cytotox: -20; ERa SRC1 inh: 1; VCAM1 TNFa inh: -10; cytoskel mod: -5; FAK inh: 1; PTK2B oligo ant: -0.91; LYP inh 2: 6; IL1B cytotox: 8

Results for O=S(=O)(c1ccc2ccccc2c1)N(CC(O)CN1CCOCC1)c1ccccc1 (configuration not stated) ?
PTPN22 act: -2; ERa SRC1 inh: -1; VCAM1 TNFa inh: 16; cytoskel mod: 10; FAK inh: 2; PTK2B oligo ant: -0.52; LYP inh 2: 3; IL1B cytotox: 13

What do the screens show for `CNC(=O)NCC12CC3CC(CC(C3)C1)C2`?
PTPN22 act: -16; TNFa cytotox: 2; ERa SRC1 inh: -6; VCAM1 TNFa inh: 20; cytoskel mod: 5; FAK inh: -1; PTK2B oligo ant: 0.83; LYP inh 2: 16; IL1B cytotox: 16

How did CCOC(=O)c1ccc2cccc(C)n2c1=O do in these assays?
PTPN22 act: 7; TNFa cytotox: -28; VCAM1 TNFa inh: 3; cytoskel mod: 4; FAK inh: -1; PTK2B oligo ant: 0.54; LYP inh 2: -10; IL1B cytotox: -10

How did Cc1ccc(NC(=O)Cn2cccc2)c(C)c1 do in these assays?
PTPN22 act: 0; TNFa cytotox: -4; ERa SRC1 inh: -8; VCAM1 TNFa inh: 2; cytoskel mod: 4; FAK inh: -2; PTK2B oligo ant: 0.01; LYP inh 2: 1; IL1B cytotox: 7

Results for O=C(Nc1nc2cc3c(cc2s1)OCCO3)c1cccc(S(=O)(=O)N2CCOCC2)c1 ?
PTPN22 act: -2; TNFa cytotox: -8; ERa SRC1 inh: -3; VCAM1 TNFa inh: -14; cytoskel mod: 49; FAK inh: 1; LYP inh 2: 0; IL1B cytotox: -11

Results for CC(C)C(=O)c1cc2c(cc1NC(=O)c1cccs1)OCCO2 ?
PTPN22 act: -6; TNFa cytotox: 12; ERa SRC1 inh: -3; VCAM1 TNFa inh: -2; cytoskel mod: 12; FAK inh: 4; PTK2B oligo ant: -2.1; LYP inh 2: 10; IL1B cytotox: -8
